Compound activity (PubChem)
TEAD-YAP block: TEAD-YAP interaction inhibition | 1.4% of 640,000 active | inhibition, % at 9.12 µM | HEK-TIYL cells, TEAD-Gal4/YAP UAS-luciferase luminescence; in the data active = inhibition above about 32%;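 note: 0% = median of test compound wells and 100% = reference inhibitor wells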
MITF inh: blocks human microphthalmia-associated transcription factor. O75030. AlphaScreen MITF homodimerization, bead proximity signal. inhibition, % at 2.6 µM. 0.91% of 650,000 active. AID 1259374; in the data active = inhibition above about 50%;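 note: 0% = vehicle wells with protein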
Target sequence (O75030 whole entry, looked up): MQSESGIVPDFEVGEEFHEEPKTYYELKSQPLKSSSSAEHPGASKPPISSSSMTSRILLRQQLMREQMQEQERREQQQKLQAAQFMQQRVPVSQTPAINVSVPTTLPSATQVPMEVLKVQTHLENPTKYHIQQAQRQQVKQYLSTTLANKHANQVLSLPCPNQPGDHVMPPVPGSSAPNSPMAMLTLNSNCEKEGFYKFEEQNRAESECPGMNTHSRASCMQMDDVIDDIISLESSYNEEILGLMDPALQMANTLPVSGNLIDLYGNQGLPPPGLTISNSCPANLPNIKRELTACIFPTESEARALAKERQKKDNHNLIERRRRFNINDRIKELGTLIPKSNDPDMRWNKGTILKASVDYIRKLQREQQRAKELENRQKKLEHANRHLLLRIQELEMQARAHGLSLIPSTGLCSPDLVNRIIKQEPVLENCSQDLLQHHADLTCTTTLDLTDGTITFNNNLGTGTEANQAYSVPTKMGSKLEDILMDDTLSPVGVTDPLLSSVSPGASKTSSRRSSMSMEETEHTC
GPR151 ag: human GPR151 activation. AID 1508602. PathHunter beta-arrestin GPR151 cells, luminescence. 1% of 650,000 active. activation, % at 11.2 µM; in the data active = activation above about 4.9%;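 note: 0% = median of compound wells and 100% = cells with positive control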
Target sequence (Q8TDV0 whole entry, looked up): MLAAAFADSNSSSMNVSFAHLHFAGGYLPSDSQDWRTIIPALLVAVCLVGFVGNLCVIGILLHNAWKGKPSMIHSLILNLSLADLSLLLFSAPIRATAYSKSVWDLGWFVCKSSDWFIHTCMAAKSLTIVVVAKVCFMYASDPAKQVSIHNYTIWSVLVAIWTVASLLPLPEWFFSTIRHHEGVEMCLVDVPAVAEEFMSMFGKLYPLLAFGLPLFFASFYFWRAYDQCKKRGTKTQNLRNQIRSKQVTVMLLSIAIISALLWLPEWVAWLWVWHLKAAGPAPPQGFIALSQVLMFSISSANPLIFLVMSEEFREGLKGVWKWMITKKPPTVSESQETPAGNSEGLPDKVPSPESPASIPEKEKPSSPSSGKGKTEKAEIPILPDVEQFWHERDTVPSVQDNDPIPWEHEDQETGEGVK
FBW7 act: human FBW7 E3 ligase activation, primary screen; AID 1259310; 0.13% of 650,000 active; normalized activity (activation), % at 26.1 µM; Q969H0; AlphaScreen FBW7–phospho-cyclin E peptide binding, activator screen; in the data active = normalized activity above about 1.9%;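 note: purified mutant Fbw7 with reduced substrate affinity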
The depositor's hits bear a star; & = joins results of further samples.

SMILES	TEAD-YAP block	MITF inh	GPR151 ag	FBW7 act
COc1ccccc1C1C(C(=O)OC2CCCCC2)=C(C)NC2=C1C(=O)CC(C)(C)C2 (centres undefined)	-0.2	-7.9	0.0	-0.2
O=C(Nc1cc2cc(Cl)cc([N+](=O)[O-])c2oc1=O)c1ccccc1	8.8	0.7	4.6	0.0
CC(C)OC(=O)/C(=C/c1ccco1)NC(=O)/C=C/c1ccccc1	3.5	1.3	-0.5	0.2
CC1CCN(S(=O)(=O)c2csc(C(=O)Nc3ccccc3)c2)CC1	-5.9	14.5	0.1	0.0
Cc1ccc(S(=O)(=O)N2CCC(C(=O)Nc3ccc(S(N)(=O)=O)cc3)CC2)cc1	-6.9	-7.2	0.1	0.0
COc1ccc([N+](=O)[O-])cc1-c1ccc(/C=C2/SC(=Nc3ccccc3)N(c3ccccc3)C2=O)o1	8.0	9.8	-0.9	0.1
CCn1c(=O)c2c(nc3n(-c4ccccc4)c(C)cn23)n(C)c1=O	-0.1	-8.7	-2.0	0.2
CCOC(=O)C1=C(C)N=c2s/c(=C\c3ccc(C)cc3)c(=O)n2C1c1ccc(OCC)c(OCC)c1 (centres undefined)	1.5	-13.2	-0.1	0.0
CC(C)Cn1cc(C(=O)NCCN(C)C)c2c3ccccc3n(C)c2c1=O	2.0	17.0	0.2	0.0
CCOC(=O)C1=C(C)OC23OC(N)=C(C#N)C12C(=O)c1ccccc13 (centres undefined)	2.5	2.4	0.3	0.0
O=C(CCn1c(=O)[nH]c2ccsc2c1=O)NCC1CCCO1 (centres undefined)	7.2	0.6	0.0	0.2
CC(=O)c1cccc(Nc2nc(N3CCCC3)nc(N3CCCC3)n2)c1	4.4	11.0	1.9	0.5
Cc1ccc(NC(=O)C2CC(=O)NC(Nc3nc4ccccc4s3)=N2)cc1C (centres undefined)	-2.9	-1.6	-1.4	0.0
CCCOc1nn(CCC)cc1C(=O)Nc1ccc(C(=O)OC)cc1	-7.8	-14.6	-0.2	0.1
Nc1nc(SCC(=O)NNC(=O)c2ccccc2)n[nH]1	-5.7	-16.0	0.3	0.0
O=C(NCCC1=CCCCC1)N1c2ccccc2Sc2ccccc21	2.8	-1.6	-0.1	-0.1
C=CCNC(=O)c1oc2ccc(S(=O)(=O)N3CCC4(CC3)OCCO4)cc2c1C	-13.9	1.1	1.5	-0.1
O=C(Nc1ccc2c(c1)OCCO2)c1ccc(N2CC3CC(C2)c2cccc(=O)n2C3)c(NC(=O)c2c(F)cccc2F)c1 (centres undefined)	-5.5	0.9	-1.7	0.1
c1cncc(Oc2ncnc3sc4c(c23)CCCC4)c1	-14.2	1.0	1.6	0.1
Cc1csc(NC(=O)CSc2ccc(-c3sc(C)nc3C)nn2)n1	2.6	2.8	0.5	-0.1
CC(C(=O)N1CCN(C2CCCCC2)CC1)n1sc2ccccc2c1=O (centres undefined)	2.9	5.3	-0.4	-0.1
CCOC(=O)c1ccc(NC(=O)NCc2ccncc2)cc1	5.2	7.6	0.0	0.0
COc1ccc(NC(=O)CSc2nnc(Cc3ccccc3)o2)c([N+](=O)[O-])c1	20.6	13.4	-0.9	0.4
COc1ccc(C2N=C(N)Nc3nc4ccccc4n32)cc1 (centres undefined)	8.7	15.5	-0.1	0.1

Some of the entries above in another layout.
mol,TEAD-YAP block,MITF inh,GPR151 ag,FBW7 act
c1cncc(Oc2ncnc3sc4c(c23)CCCC4)c1,-14.2,1.0,1.6,0.1
COc1ccc(NC(=O)CSc2nnc(Cc3ccccc3)o2)c([N+](=O)[O-])c1,20.6,13.4,-0.9,0.4
Cc1ccc(NC(=O)C2CC(=O)NC(Nc3nc4ccccc4s3)=N2)cc1C (centres undefined),-2.9,-1.6,-1.4,0.0

Part of the list above in order of SMILES length, descending.
SMILES	TEAD-YAP block	MITF inh	GPR151 ag	FBW7 act
CC(C(=O)N1CCN(C2CCCCC2)CC1)n1sc2ccccc2c1=O (centres undefined)	2.9	5.3	-0.4	-0.1
CCCOc1nn(CCC)cc1C(=O)Nc1ccc(C(=O)OC)cc1	-7.8	-14.6	-0.2	0.1
O=C(NCCC1=CCCCC1)N1c2ccccc2Sc2ccccc21	2.8	-1.6	-0.1	-0.1
CCOC(=O)c1ccc(NC(=O)NCc2ccncc2)cc1	5.2	7.6	0.0	0.0

Further entries:
SMILES	TEAD-YAP block	MITF inh	GPR151 ag	FBW7 act
CCC1=NN2C(=N)/C(=C/c3ccc(OCCOc4ccccc4C)cc3)C(=O)N=C2S1	-6.8	-2.8	0.4	0.0
Cc1ccc(-c2nc3ncccc3o2)cc1NC(=O)COc1ccc(Cl)cc1C	-0.2	10.3	-0.2	0.0
Cc1ccc2cc(CN(Cc3nnnn3Cc3ccco3)CC3CCCO3)c(=O)[nH]c2c1 (centres undefined)	-19.2	32.0	0.6	0.5
Cc1ccc(Cn2c(=S)[nH]c3ccsc3c2=O)cc1	-20.4	20.1	3.9	0.9
CCOC(=O)C1=CNC2=C(C(=O)CC(c3ccccc3)C2)C1C(=O)OCC (centres undefined)	9.2	-5.2	1.2	-0.1
CCOc1ccc(-n2c(=S)sc3c(=O)n(-c4ccc(C)cc4)c(SCC(=O)N4CCCCC4CC)nc32)cc1 (centres undefined)	7.8	4.3	1.7	0.1
O=C(c1ccccc1-c1ccccc1)N1CCCC1	-1.4	19.3	-0.6	0.1
Cc1ccccc1C(=O)Nc1ccc(-c2nc3ncccc3o2)cc1	-69.4	15.7	2.9	0.8
O=C(CN(c1cc(C(F)(F)F)ccc1Cl)S(=O)(=O)c1ccccc1)NCc1ccco1	-8.8	0.5	-1.0	-0.1
C/C(Nc1ccccc1N)=C1/C(=O)C[C@@H]2[C@H]1C2(C)C	-71.2	13.4	-0.5	0.1
NC(=O)CSc1nnc(NC(=O)c2cccc(Br)c2)s1	-10.3	-5.2	-1.1	0.1
O=C(CCc1ccccc1)NNC(=O)Cc1cccs1	-3.0	0.8	-0.8	0.1
CC[C@H](Cn1nc(-c2ccc(OC)cc2)ccc1=O)NC(=O)Cc1nonc1C	-6.5	-6.6	-0.4	-0.1
O=C(Nc1nncs1)c1cc(S(=O)(=O)N2CCCCC2)c(Cl)cc1Cl	-10.5	-9.3	-0.6	0.3
CCOC(=O)c1ccc(NC(=O)Cc2ccc(Cl)cc2)cc1	4.3	5.0	-0.7	0.3
NC(c1ccc(-c2ccccc2)cc1)c1nc2ccc(-c3ccncc3)cc2[nH]1 (centres undefined)	9.3	2.3	1.8	-0.8
COc1ccc(OC)c(CNC(=O)Cn2ncc3c2-c2cc(C)ccc2OC3)c1	3.1	-0.2	-0.5	0.0
O=C(NCc1ccncc1)C1CC12CCN(C/C=C/c1ccco1)CC2 (centres undefined)	-4.2	8.0	-0.2	-0.1
Cc1cccc(C(=O)NCc2nnc(SCC(=O)N3N=C(c4cccs4)CC3c3ccc(F)cc3)n2-c2ccc([N+](=O)[O-])cc2)c1 (centres undefined)	7.7	-7.6	1.2	-0.1
CCN(CC(=O)NCc1ccc(F)cc1)C(=O)COc1ccccc1[N+](=O)[O-]	7.2	-1.7	0.8	-0.1
Cc1ccc(S(=O)(=O)N(C)/N=C/C=C/c2ccccc2)cc1	-14.3	-3.6	-0.3	0.0
O=C(CN1CCN(c2nc3ccccc3s2)CC1)c1ccc([N+](=O)[O-])cc1	4.7	7.8	0.7	-0.1
COc1ccc(CN2CCN(CC=C(C)C)C(CCO)C2)cc1Cn1cncn1 (centres undefined)	-1.7	3.6	-1.7	0.0
CC(=O)Nc1ccc(C(C(F)(F)F)(C(F)(F)F)C(F)(F)F)cc1	9.2	11.1	-0.7	0.1
CCN(CC)c1nc(NCCOc2ccccc2)nc(N2CCN(c3ccccn3)CC2)n1	6.5	-4.0	-0.5	-0.1
O=C1CN(CC(=O)Nc2ccc(Cl)c(Cl)c2)CCN1	0.2	14.5	0.6	0.0
Cc1nc2c(SCc3ccccn3)nnc(-c3ccccc3)c2s1	-1.7	-3.8	2.1	0.1
CC(C)CNC(=O)c1ccccc1NC(=O)C(C)(C)C	9.6	8.4	-0.5	0.0
CCc1ccccc1NC(=O)CN(c1ccccc1)S(=O)(=O)c1ccsc1C(=O)OC	2.7	10.7	3.7	0.2
Cc1cc(F)ccc1S(=O)(=O)Nc1cc2c3c(c1)C(C)C(=O)N3CCC2 (centres undefined)	8.3	7.6	2.5	0.0
CCCCCn1c(N2CC(C)CC(C)C2)nc2c1c(=O)[nH]c(=O)n2C (centres undefined)	-5.4	-6.1	0.0	0.0
Cc1cc(NC(=O)CSCC(=O)OCN2C(=O)c3ccccc3C2=O)no1	1.5	9.7	2.0	0.2
O=C(C1CC12CCN(Cc1ccc(O)cc1)CC2)N1CCN(C/C=C/c2ccccc2)CC1 (centres undefined)	7.8	-3.7	-1.2	0.0
CCSc1nnc2c(n1)OC(c1ccc(Cl)cc1)Nc1ccccc1-2 (centres undefined)	-4.5	13.9	0.3	0.5
COc1cccc(-n2nc(C(=O)Nc3cccc(NC(C)=O)c3)c3ccccc3c2=O)c1	19.2	0.7	0.1	0.0
COC(=O)c1cc(CNC(=O)c2cn3ccccc3n2)cc(NC(=O)Cc2cscn2)c1	0.1	-9.0	-0.7	-0.1

Filtered by structure, the compounds so far containing a Cl atom (7)
SMILES	TEAD-YAP block	MITF inh	GPR151 ag	FBW7 act
O=C(Nc1cc2cc(Cl)cc([N+](=O)[O-])c2oc1=O)c1ccccc1	8.8	0.7	4.6	0.0
Cc1ccc(-c2nc3ncccc3o2)cc1NC(=O)COc1ccc(Cl)cc1C	-0.2	10.3	-0.2	0.0
O=C(CN(c1cc(C(F)(F)F)ccc1Cl)S(=O)(=O)c1ccccc1)NCc1ccco1	-8.8	0.5	-1.0	-0.1
O=C(Nc1nncs1)c1cc(S(=O)(=O)N2CCCCC2)c(Cl)cc1Cl	-10.5	-9.3	-0.6	0.3
CCOC(=O)c1ccc(NC(=O)Cc2ccc(Cl)cc2)cc1	4.3	5.0	-0.7	0.3
O=C1CN(CC(=O)Nc2ccc(Cl)c(Cl)c2)CCN1	0.2	14.5	0.6	0.0
CCSc1nnc2c(n1)OC(c1ccc(Cl)cc1)Nc1ccccc1-2 (centres undefined)	-4.5	13.9	0.3	0.5

The list continues.
SMILES	TEAD-YAP block	MITF inh	GPR151 ag	FBW7 act
COc1ccccc1CNC(=O)C[n+]1ccc2ccccc2c1	-6.5	1.1	-0.1	0.1
CCOC(=O)c1ccc(NC(=O)/C(C#N)=C/c2ccc(C3CC3C)o2)cc1 (centres undefined)	41.3*	12.9	1.2	0.2
FC(F)(F)c1cccc(CNc2ncnc3nc(N4CCN(Cc5ccc6c(c5)OCO6)CC4)[nH]c23)c1	-1.2	-9.5	1.1	-0.1
COc1ccc(C(=O)ON2C(=O)c3ccccc3C2=O)cc1	10.2	-4.5	-0.7	-0.1
Fc1ccc(Nc2ccn3ncc(-c4cccs4)c3n2)cc1Cl	4.7	16.2	2.9	0.2
C=CCc1cc(C)ccc1OCC(O)Cn1c(C)nc2ccccc21 (centres undefined)	47.3*	10.2	0.1	0.0
COc1ccc(NC(=O)c2sc3nc(C)nc(N4CCCCC4)c3c2C)c(OC)c1	-3.9	12.2	0.2	0.1
CCOC(=O)CCCc1c[nH]c2ccccc12	-8.8	10.2	0.1	-0.1
C=CCC(O)(CC=C)C(C)NC(=O)c1cc(COc2c(F)cccc2F)on1 (centres undefined)	-43.9	-4.2	1.5	0.1
COc1ccc(-n2nc(C(=O)N3CCCCC3)c3c4ccccc4n(C)c3c2=O)cc1	-3.5	4.2	-0.1	-0.1
O=C(Cc1ccccc1)Oc1ccccc1N1C(=O)C2CC=CCC2C1=O (centres undefined)	3.9	18.6	-1.9	0.8
COC(=O)C1(C)CC2(C)CC(C)(C1)C(=O)N(C)C2=O (centres undefined)	3.4	7.2	2.6	0.0
NCCCC(N)(C(=O)O)C(F)F (centres undefined)	6.6	21.5	3.6&-1.2	-0.1
Cn1cc([N+](=O)[O-])c(C(=O)NNC(=O)c2sc3ccccc3c2Cl)n1	-3.1	15.9	0.1	0.3
CC1CCC2C(=O)N(c3ccc(N4C(=O)C5CCC(C)CC5C4=O)cc3)C(=O)C2C1 (centres undefined)	-2.5	6.4	0.4	0.0
O=S(=O)(NCc1ccccc1F)c1ccc(S(=O)(=O)N2CCOCC2)cc1	7.6	2.4	-1.2	0.0
CSc1ccc(-c2nnn(Cc3ccccn3)n2)cc1	-66.5	-3.8	-0.4	-0.1
CCCn1c2ccccc2c2nnc(SCC(=O)OCC)nc21	-1.2	-4.5	-1.5	0.0
COc1ccc(C(=O)N2CCN(S(=O)(=O)c3ccc(F)cc3)CC2)cc1OC	-2.8	-9.0	0.9	0.0
